Screening results from PubChem.
CHT PAM – allosteric activators of human choline transporter CHT; B-score at 10 µM; 0.49% of 310,000 active; Q9GZV3; CHT-expressing cells, membrane potential dye, choline EC20; stronger effect = higher value; LV-AA mutant CHT in HEK293 cells;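 active means initial fluorescence not abnormally high and integrated response B-score, plate-corrected, over 3 SD above library mean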
Target sequence (Q9GZV3 whole entry, looked up): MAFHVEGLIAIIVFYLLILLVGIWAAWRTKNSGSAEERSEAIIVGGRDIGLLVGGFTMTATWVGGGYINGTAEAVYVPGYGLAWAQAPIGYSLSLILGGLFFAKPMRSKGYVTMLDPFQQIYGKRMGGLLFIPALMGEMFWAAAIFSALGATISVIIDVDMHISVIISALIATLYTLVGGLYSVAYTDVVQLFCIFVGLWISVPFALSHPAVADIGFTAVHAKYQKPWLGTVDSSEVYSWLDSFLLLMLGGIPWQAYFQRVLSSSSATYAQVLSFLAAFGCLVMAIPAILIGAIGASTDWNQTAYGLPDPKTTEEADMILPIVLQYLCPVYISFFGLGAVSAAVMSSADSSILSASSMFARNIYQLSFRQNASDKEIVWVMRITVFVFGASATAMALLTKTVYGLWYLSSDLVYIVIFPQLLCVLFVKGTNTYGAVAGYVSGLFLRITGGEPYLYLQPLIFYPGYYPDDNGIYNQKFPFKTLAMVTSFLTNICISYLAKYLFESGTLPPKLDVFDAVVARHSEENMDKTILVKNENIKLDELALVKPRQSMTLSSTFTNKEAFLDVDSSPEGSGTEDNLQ
CHT block – human CHT choline transport inhibition; Q9GZV3; CHT-expressing cells, membrane potential dye, choline response; stronger effect = lower value; B-score at 10 µM; 0.86% of 310,000 active; AID 488975;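 active means B-score over 3 SD under the library average, and starting fluorescence ratio not unusually high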;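 further: choline stimulus applied at its EC90 after an EC20 pre-addition; B-score computed on integrated fluorescence ratio after choline addition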
* marks the source's active call; other numbers are inactive results; i = inactive. Rows are unselected (roughly 1.4% active in at least one column).

SMILES	CHT PAM	CHT block
CCOC(=O)N1CCC(NC(=O)c2cc3c(C)nc4ccccc4c3o2)CC1	i	i
CCOc1ccc(N(C(=O)/C=C/C(=O)Nc2cc(C)on2)C(C(=O)NC2CCCC2)c2ccccc2C)cc1 (stereo not given)	i	i
CCOCCCNS(=O)(=O)c1cc2[nH]c3c(c2cc1C)C(=O)CC(C)(C)C3	i	i
CC(=O)Nc1ccc(S(=O)(=O)NCc2cn3c(C)csc3n2)cc1	i	i
O=C(COC(=O)c1cccc(F)c1)Nc1cccnc1Cl	i	i
O=C(CCCc1nc(-c2ccc(Cl)cc2)no1)NC1CCCCC1	i	i
COc1ccc(/C=N/NC(=O)c2ccncc2)cc1COc1ccc(NC(C)=O)cc1	i	i
COc1cc(CN2CCCN(C)CC2)cc([N+](=O)[O-])c1O	i	i
CCOC(=O)c1[nH]c(Cc2[nH]c(C(=O)OCC)c(C)c2CCC(=O)OC)c(CCC(=O)OC)c1C	i	i
CC(C)(C)c1nn(-c2ccccc2)c2[nH]c(=O)c(C=O)cc12	i	i
C/C(=N\NC(=O)C1(C)CC1(Br)Br)c1ccc(NC(=O)C2CCC2)cc1 (stereo not given)	i	i
CN(CC(=O)Nc1ccccc1Cl)C(=O)COC(=O)CCN1C(=O)C2CC=CCC2C1=O (stereo not given)	i	i
COC(=O)c1cccc(NC(=O)c2ccc3c(c2)C(=O)N(CC2CCCO2)C3=O)c1 (stereo not given)	i	i
NC(=O)c1ccccc1NC(=O)CC12CC3CC(CC(C3)C1)C2	i	i
CCOC(=O)c1ccccc1NC(=O)CN(c1ccccc1OC)S(C)(=O)=O	i	i
NC(=O)CSc1nnc2ccc(-c3ccco3)nn12	i	i
O=C(COc1ccc(F)cc1)N1CCc2ccccc2C1	i	i
Cn1c(SCC(=O)Nc2ccc3c(c2)OCCO3)nnc1C1CC1	i	i
CCn1nc(NC(=O)c2cccnc2)c2cc3cccc(C)c3nc21	i	i
COc1ccc(NC(=S)Nc2ccccc2OC)c(OC)c1	i	i
CC1=CSC2=NS(=O)(=O)CCN12	i	i
CC(C)(C)n1nnnc1C(c1cccnc1)N(Cc1ccccc1)Cc1ccco1 (stereo not given)	i	i
N#CCCN1CCN(S(=O)(=O)c2ccc(C#N)cc2)CC1	i	i
Cc1cc(/C=N/NC(=O)c2ccc(CN3CCOCC3)cc2)c(C)n1-c1ccccc1	i	i
O=C(NCc1ccc2c(c1)OCO2)C1(S(=O)(=O)c2ccccc2)CC1	i	i
CC(=O)Nc1c(S(=O)(=O)c2ccccc2)c2nc3ccccc3nc2n1Cc1ccccc1	i	i
Oc1cccc(NC(=S)N=Nc2c(O)[nH]c3ccc(Br)cc23)c1	i	i
Nc1c(S(=O)(=O)c2ccccc2)c2nc3ccccc3nc2n1C1CC1	i	i
O=C(Nc1nnc(SCc2ccccc2)s1)c1ccco1	i	i
Cc1ccc(NC(=O)c2c(Cl)nc3ccccn23)cc1	i	i
CCOC(=O)C1CCCN(C(=O)c2ccccc2NC(=O)C2=C(C)OCCS2)C1 (stereo not given)	i	i
C(=C/c1ccnc2nc(SC/C=C/c3ccccc3)nn12)/c1ccccc1	i	i
CC(Oc1cc2oc(=O)c3c(c2cc1Cl)CCC3)C(=O)NCCCN1CCOCC1 (stereo not given)	i	i
O=C1S/C(=C\c2ccc(N3CCOCC3)o2)C(=O)N1Cc1ccc(F)cc1	i	i
Cc1c(C(=O)N2CCCc3ccccc32)sc2nc(-c3ccccc3)cn12	i	i
Cc1ccccc1-n1nc2c(c1NC(=O)c1ccco1)CS(=O)(=O)C2	i	i
CN(C)S(=O)(=O)c1cccc(NC(=S)N/N=C/C(c2ccccc2)c2ccccc2)c1	i	i
CCCN(CCC)C(=S)NC(=O)c1ccc(-c2ccccc2)cc1	i	i
O=C(NNC(=S)NC(=O)c1ccccc1[N+](=O)[O-])c1ccccc1Cl	i	i
O=C(CCCn1c(=O)[nH]c2ccccc2c1=O)NC1CCCCCC1	i	i
CC(C)(C)c1cc(NC(=O)c2ccc(OC3CCCC3)cc2)no1	i	i
CCCOC(=O)c1ccc(Nc2cc(C)nc3ncnn23)cc1	i	i
CC1(c2ccc(OC(F)F)cc2)NC(=O)N(CC(=O)NC2CCCCC2)C1=O (stereo not given)	i	i
COc1ccc(-c2cn3cccnc3n2)cc1Br	i	i
O=C(CCCCCN1C(=O)c2ccccc2C1=O)NCCc1nc2ccccc2[nH]1	i	i
N#Cc1cnn2c1nc(N1CCCCC1)c1ccccc12	i	i
Oc1ccccc1CNc1ccc(Br)cn1	i	i
COc1cccc(N2CCN(c3ncnc4c3[nH]c3ccccc34)CC2C)c1 (stereo not given)	i	i

Single records, from the list above. Order of values: CHT PAM	CHT block
`CCCN(CCC)C(=S)NC(=O)c1ccc(-c2ccccc2)cc1` across the screens: i	i
`O=C(CCCn1c(=O)[nH]c2ccccc2c1=O)NC1CCCCCC1` across the screens: i	i

Following part:
SMILES	CHT PAM	CHT block
CC(C)(CO)NC(=O)C(Cc1ccccc1)N1C(=O)c2ccccc2C1=O (stereo not given)	i	i
Cc1ccc(C(=O)NCC(=O)NC2CCCC2)cc1	i	i
COC(=O)[C@@H]1C[C@@H]2CC[C@@H](O)C[C@@H]2N1Cc1ccccc1OS(=O)(=O)c1ccc(C)cc1	i	i
CCNS(=O)(=O)c1ccc2nc(NC(=O)c3cccnc3)sc2c1	i	i
COc1ccc(C)cc1Nc1c2c(nc3ccccc13)CCC2	6.8*	i
Cc1cc(C)nc(NNC(=O)NC2CCCCC2)n1	i	i
O=C(CC1C(=O)NCCN1Cc1cccc(Oc2ccccc2)c1)NCCCn1cccn1 (stereo not given)	i	i
CCC(c1nnnn1Cc1ccc2c(c1)OCO2)N1CCN(c2ccc(OC)cc2)CC1 (stereo not given)	i	i
COc1ccc(OCc2nnc(SCC(=O)c3c(N)n(C)c(=O)n(C)c3=O)n2-c2ccccc2F)cc1	i	i
Fc1ccc(-c2nnc(SCc3ncc(-c4ccccc4)o3)n2CC2CCCO2)cc1 (stereo not given)	i	-5.9*
COc1ccc(NC(=O)CN2C(=O)CSc3ncccc32)cc1	i	i
CC(OC(=O)c1ccco1)C(=O)NCc1cccs1 (stereo not given)	i	i
CC(/C=C/c1ccccc1)=N\NC(N)=S	i	i
Nn1c(Cc2cccc3ccccc23)nnc1SCC(=O)N1CC(=O)Nc2ccccc21	i	i
CC(C)N(C(=O)COc1ccc(Br)cc1Cl)C(C)C	i	i
CCOC(=O)N1C=CC(C)=C[C@@H]2[C@@H](N3C(=O)c4ccccc4C3=O)C(=O)N21	i	i
CCCCNC(=S)NNC(=O)c1csc(C)c1	i	i
CSc1ccccc1NC(=O)CN(C)C(C)C(=O)Nc1ccc(C#N)cc1 (stereo not given)	i	i
O=C(CCCCCCCCCCC(=O)NCc1cccnc1)NCc1cccnc1	i	i
Cc1cc(=O)oc2cc(Oc3ncccc3[N+](=O)[O-])ccc12	i	i
Cc1ccc(OCC(=O)Nc2ccc(Cl)cc2)c(-n2nc3ccccc3n2)c1	i	i
CCOC(=O)C1(Cc2ccccc2C)CCCN(C(=O)c2ccoc2)C1 (stereo not given)	i	i
C/C(CC(=O)Nc1ccccc1)=N\NC(=O)COc1ccc(C)cc1Br	i	i
Cc1cccc(C(=O)Nc2ccc(C(=O)/C=C/c3cccs3)cc2)c1	i	i
CC(C)(C)C(=O)NC1(C(F)(F)F)NC(=O)N(c2ccc(F)cc2)C1=O (stereo not given)	i	i
COc1cccc(Cn2nnc(C(=O)Nc3cc(Cl)ccc3OC)c2N)c1	i	i
CSc1nc2c(c(=O)[nH]1)C(c1ccc(Cl)cc1)CC(=O)N2 (stereo not given)	i	i
Cc1cc(C)c(OCC(=O)N(Cc2ccccc2)C2CCS(=O)(=O)C2)c(C)c1 (stereo not given)	i	i
O=C(N/N=C/c1ccc(C(F)(F)F)cc1)c1ccncc1	i	i
CCOc1ccc(S(=O)(=O)Nc2ccc(C(=O)NCC3(N4CCCCC4)CCCCC3)cc2)cc1	i	i
COc1ccc(-c2[nH]c3ccccc3c2SCCNC(=O)c2ccccc2)cc1	i	i
O=C1c2ccccc2C(=O)N1CCC(O)C[N+](=O)[O-] (stereo not given)	i	i
COc1ccc(C2=CC(c3c(C)nn(-c4ccccc4)c3Cl)n3nnnc3N2)cc1OC (stereo not given)	i	i
Cc1sc2ncn(CC(=O)NCCCC(=O)NCc3ccc(F)cc3)c(=O)c2c1C	i	i
CC1=CC(=O)C=CC1(C)C(Cl)(Cl)Cl (stereo not given)	i	i
Nc1ccc2c(c1)ncn2CCCn1cnc2cc(N)ccc21	i	i
COC(=O)C1=C(C)N(C)C(C)=C(C(=O)OC)C1c1ccsc1	i	i
CCOC(=O)c1c(NC(=O)CSc2nncn2C)sc(C)c1C	i	i
O=C(O)CCCCCn1c(SCc2cc(=O)n3ccccc3n2)nc2ccsc2c1=O	i	i
COC(=O)c1c(N2C(=O)CCC2=O)sc2c1CCCC2	i	i
CC1=C(c2ccc(F)cc2)[N+](=O)C(C)(C)N1[O-]	i	i
CC(C)(C)c1ccc(OCCNC(=S)Nc2ccccc2)cc1	i	i
CCN(C(=O)CSc1nnc(CNc2cccc(OC)c2)n1C1CCCCC1)C1CCS(=O)(=O)C1 (stereo not given)	i	i
O=C1NC2=C(C(=O)c3ccccc32)C(c2ccccc2)N1 (stereo not given)	i	i
CCOC(=O)c1cc2c(ccc3ccccc32)oc1=O	i	i
O=C(NCc1ccccn1)c1ccc(CNS(=O)(=O)c2cccc(C(F)(F)F)c2)cc1	i	i
CC1CCc2c(sc3nc(SCC(=O)NCc4ccco4)nc(N)c23)C1 (stereo not given)	i	i
COc1ccc(OCc2nc3ccccc3[nH]2)cc1	i	i
S=C1NCCc2ccccc2C1c1ccccc1Cl (stereo not given)	i	i
C/C(CC(=O)Nc1c(C)cc(C)cc1C)=N\NC(=O)c1cnccn1	i	i
CC1CCc2c(sc3ncn(CC(=O)N4CCCCC4)c(=O)c23)C1 (stereo not given)	i	i
O=C(O)c1cccc(NC(=O)c2cc(S(=O)(=O)N3CCOCC3)cs2)c1	i	i
CC(C)c1ccc(/C=C/C(=O)NNC(=O)c2cccnc2)cc1	i	i
O=C(/C=C/c1ccc(O)c(O)c1)OC1C(O)CC(OC(=O)/C=C/c2ccc(O)c(O)c2)(C(=O)O)CC1O (stereo not given)	i	i
CC(C)CN(C(=O)CN(C)C(=O)Cc1ccc(Cl)cc1)c1c(N)n(CC(C)C)c(=O)[nH]c1=O	i	i
CC(C)(Oc1ccc(CCNC(=O)c2ccc(-c3ccc(Cl)cc3)o2)cc1)C(=O)O	i	i
CC(=O)N1CCc2c(sc(NC(=O)Cc3ccccc3)c2C(N)=O)C1	i	i
Cc1noc(C)c1C(c1ccccc1)c1ccccc1	i	i
C=CCN1N=C(c2ccc(Cl)s2)CSC1=O	i	i
CN(C)S(=O)(=O)c1ccc(N2C(=O)CC2(/C=C/c2ccccc2)C(=O)NC2CCCC2)cc1 (stereo not given)	i	i
Going on with the list:
SMILES	CHT PAM	CHT block
C=CCC(=O)N1CCCC(CNC(=O)c2ccc(-c3ccccc3)cc2)C1 (stereo not given)	i	i
CN1CCN(c2ccc([N+](=O)[O-])cc2NC(=O)c2ccccc2Cl)CC1	i	i
CCC(=O)c1cn(/C(=C\C(=O)OC(C)(C)C)CCC(OC)OC)cc1CC	i	i
CCOc1ccc(CN2CCN(Cc3c(C)nn(CC)c3C)CC2CCO)cc1 (stereo not given)	i	i
CCOC(=O)C1CCN(C(=O)Nc2ccc3c(c2)nc(C)n3C)CC1	i	i
CCOC(=O)C(Oc1ccc2c(-c3ccccc3)cc(=O)oc2c1C)c1ccccc1 (stereo not given)	i	i
Cc1ccc(C2SCCN2C(=O)c2ccc([N+](=O)[O-])cc2)cc1 (stereo not given)	i	i
O=C(O)c1csc(-n2nc(-c3ccccc3)cc2C(F)(F)F)n1	i	i
CC1(C)CC(=O)C=C(c2ccc3[nH]ccc3c2)C1	i	i
CS(=O)(=O)N1N=C(c2cccs2)CC1c1ccccc1O (stereo not given)	i	i
COc1cc(NS(=O)(=O)c2ccc(N/C=C(\C#N)c3nc4cc(Cl)ccc4o3)cc2)nc(OC)n1	i	i
O=C(Cn1cc([N+](=O)[O-])cn1)Nc1nc2ccccc2s1	i	i
CCSc1nc2ccc(C)cc2cc1C#N	i	i
COC(=O)C1SCC2C(=O)N(Cc3ccc(Cl)c(Cl)c3)CC(=O)N21 (stereo not given)	i	i
CCCCc1[nH]c(=O)c(C#N)c2c1CSC(C)(C)C2	i	i
O=C1[C@@H]2C(c3cccnc3)=NO[C@@H]2C(=O)N1c1ccc(Br)cc1	i	i

A draw from above in order of heavy-atom count, high to low:
SMILES	CHT PAM	CHT block
CCN(C(=O)CSc1nnc(CNc2cccc(OC)c2)n1C1CCCCC1)C1CCS(=O)(=O)C1 (stereo not given)	i	i
O=C(CC1C(=O)NCCN1Cc1cccc(Oc2ccccc2)c1)NCCCn1cccn1 (stereo not given)	i	i
CN(CC(=O)Nc1ccccc1Cl)C(=O)COC(=O)CCN1C(=O)C2CC=CCC2C1=O (stereo not given)	i	i
O=C(NCc1ccccn1)c1ccc(CNS(=O)(=O)c2cccc(C(F)(F)F)c2)cc1	i	i
O=C(CCCCCCCCCCC(=O)NCc1cccnc1)NCc1cccnc1	i	i
COc1cccc(N2CCN(c3ncnc4c3[nH]c3ccccc34)CC2C)c1 (stereo not given)	i	i
C=CCC(=O)N1CCCC(CNC(=O)c2ccc(-c3ccccc3)cc2)C1 (stereo not given)	i	i
Nc1c(S(=O)(=O)c2ccccc2)c2nc3ccccc3nc2n1C1CC1	i	i
CC(=O)N1CCc2c(sc(NC(=O)Cc3ccccc3)c2C(N)=O)C1	i	i
CCNS(=O)(=O)c1ccc2nc(NC(=O)c3cccnc3)sc2c1	i	i
COc1ccc(NC(=O)CN2C(=O)CSc3ncccc32)cc1	i	i
O=C(Cn1cc([N+](=O)[O-])cn1)Nc1nc2ccccc2s1	i	i
COC(=O)c1c(N2C(=O)CCC2=O)sc2c1CCCC2	i	i
Cc1ccc(C(=O)NCC(=O)NC2CCCC2)cc1	i	i
COc1ccc(-c2cn3cccnc3n2)cc1Br	i	i
CCCCNC(=S)NNC(=O)c1csc(C)c1	i	i
C=CCN1N=C(c2ccc(Cl)s2)CSC1=O	i	i
